Assay outcomes deposited in PubChem by National Center for Advancing Translational Sciences (NCATS).
KB-3-1 cytotox: KB-3-1 parental cell cytotoxicity | AID 1347075 | 400,000 tested, 1.4% active | Potency, µM (series often up to 46.1 µM), for inactives: at the top dose activity change, negative = cytotoxic, actives largely listed as cytotoxic | KB-3-1 viability, CellTiter-Glo ATP luminescence, 72 h; further: on the % scale 0 is the no-effect control and ±100 the full control effect; nearly all actives have a fitted effect of over 60% in size
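KB-3-1 parental drug-naive adenocarcinoma cells in DMEM/10% FBS, incubated 72 h at 37 C with pin-transferred compounds across a concentration series. Viability by CellTiter-Glo luminescence; concentration-response curves fitted after normalization.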
KB-V1 MDR tox: kills drug-selected multidrug resistant KB-V1 cells; 400,000 tested, 3.4% active; AID 1347076; Potency, µM (titrated, usually from 46.1 µM), without a hit: at the highest dose activity change, negative = cytotoxicity, usual class: cytotoxic; KB-V1 MDR cells viability, CellTiter-Glo, 72 h; further: on the % scale 0 is the no-effect control and ±100 the full control effect; nearly all actives have a fitted effect of over 60% in size
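Compound-treated KB-V1 multidrug-resistant cells, 72 h, 37 degrees C; viability by CellTiter-Glo. Fitted qHTS curves give the values.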
GLP1R cytotox: cytotoxic in the GLP-1 receptor inverse agonist counter-screen. Potency, µM (titrated, usually from 38.3 µM), without a hit: at the highest dose activity change, negative = inhibition, usual class: inhibitors. AID 624418. 410,000 tested, 0.13% active. HEK293 cAMP-luciferase reporter cells, luminescence, 24 h;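 further: loss of luciferase light is scored as toxicity; on the % scale 0 is the no-effect control and ±100 the full control effect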
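To flag toxic compounds, the library was rerun on cells for 24 hr at 37 deg C and 5% CO2. Viability-linked luminescence was captured 12 min after adding luciferase detection reagent.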
HT1080 IDH1KD tx: toxicity to HT-1080 IDH1 knockdown cells (counter line) | HT-1080 IDH1 knockdown viability, ATP luminescence, 48 h | Potency, µM (titrated, usually from 46.1 µM), without a hit: top-dose activity, negative = toxicity, usual class: cytotoxic | 360,000 tested, 2% active;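 further: 0% = DMSO wells and -100% = cell-free medium wells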
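After a 2 h attachment period, IDH1KD HT-1080 cells took pin-transferred compound for 48 h at 37 °C; ATP-based luminescence after 10 min room-temperature reagent incubation reported viability.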
SW480 rereplic: DNA re-replication induction in SW480 cells. SW480 DNA re-replication, Hoechst DNA content imaging, 48 h. Potency, µM (series often up to 46.1 µM), without a hit: at the top dose re-replication activation, usual class: activators. 340,000 tested, 1.8% active. AID 624297; further: % of control where 0% means no effect; nearly all actives have a fitted effect of over 55% in size
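Compounds, transferred as 23 nL by pin tool, were incubated with cells for 48 hr; DNA content per nucleus was then quantified by Hoechst staining and fluorescence plate imaging.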
HT1080NT lethal: kills 2HG-producing HT-1080-NT fibrosarcoma cells; HT-1080-NT fibrosarcoma viability, CellTiter-Glo ATP luminescence, 48 h; Potency, µM (series often up to 46.1 µM), without a hit: at the highest dose activity, negative = less viability, actives largely listed as cytotoxic; 360,000 tested, 1.6% active;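 further: NT is the 2HG producing partner of a matched IDH1 knockdown line; 0% = DMSO-treated cells and -100% = media-only wells without cells; nearly all actives have a fitted effect of over 55% in size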
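HT-1080-NT fibrosarcoma cells (2HG-overproducing), 750 cells/well in RPMI with 5% FBS, dosed after 2 h and incubated 48 h at 37C. CellTiter-Glo luminescence normalized to DMSO and no-cell wells; concentration-response curves fitted and classed.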
TDP43 rescue: rescues yeast growth from TDP-43 toxicity | 410,000 tested, 1.8% active | TDP-43 expressing yeast growth rescue, BacTiter-Glo, 24 h | Potency, µM (series often up to 46.1 µM), inactives show at the top dose growth rescue (activation), actives largely listed as activators; further: % of control where 0% means no effect; nearly all actives have a fitted effect of over 50% in size
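Galactose-induced TDP-43 yeast, OD600=0.02, compound pinned; 24 hr, 30 deg C; BacTiter-Glo luminescence for growth. Inhibitors of TDP-43 toxicity read as activators.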
GLP1R inv ag: inverse agonists of human GLP-1 receptor. Potency, µM (highest dose often 38.3 µM), for inactives: at the top dose activity change, negative = inhibition, actives largely listed as inhibitors. P43220. HEK293 GLP-1R CRE-luciferase, luminescence, 24 h; GLP-1R form is constitutively active. 410,000 tested, 1.6% active; further: on the % scale 0 is the no-effect control and ±100 the full control effect; nearly all actives have a fitted effect of over 55% in size
Target sequence (P43220 whole entry, looked up): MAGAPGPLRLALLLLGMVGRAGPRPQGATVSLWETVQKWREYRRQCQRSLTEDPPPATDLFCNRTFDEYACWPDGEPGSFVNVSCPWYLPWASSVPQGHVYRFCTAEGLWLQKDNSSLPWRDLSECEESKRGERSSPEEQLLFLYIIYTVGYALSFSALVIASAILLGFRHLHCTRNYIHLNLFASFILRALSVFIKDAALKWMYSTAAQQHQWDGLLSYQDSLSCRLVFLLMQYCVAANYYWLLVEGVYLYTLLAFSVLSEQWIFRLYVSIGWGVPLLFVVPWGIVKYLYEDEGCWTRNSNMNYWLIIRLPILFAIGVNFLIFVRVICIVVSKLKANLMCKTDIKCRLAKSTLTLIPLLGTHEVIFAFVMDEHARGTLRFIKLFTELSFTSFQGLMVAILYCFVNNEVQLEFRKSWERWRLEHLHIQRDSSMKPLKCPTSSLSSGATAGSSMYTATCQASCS
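HEK293 cells stably co-expressing a cAMP-responsive luciferase reporter and constitutively active GLP-1R were seeded, incubated 12 h, then exposed to compounds for 24 h at 37 C. Luminescence was read 12 min after detection reagent; inverse agonists lower signal.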
GLP1R ag: agonists of human GLP-1 receptor | P43220 | HEK293 GLP-1R CRE-luciferase, luminescence, 4-6 h; cells express a hypersensitive GLP-1R form | Potency, µM (highest dose often 45.6 µM), for the others: top-dose activation, hits mostly activators | 380,000 tested, 0.007% active | AID 624172; further: % of control where 0% means no effect
* = called active by the depositor; u = inconclusive; x = no result given; & = joins results of further samples; [ ] = another dose, or the depositor's remark. The call rests on the fitted dose curve; in most records, active means well fitted curve in the direction sought with a large enough effect; inconclusive means small, poorly fitted or top-dose-only effect, or another doubt; inactive means no such curve, though single readings can be large; an effect the other way counts as inactive or inconclusive. Potency means the concentration at half of the fitted maximal effect.

Order of results: HT1080NT lethal	GLP1R cytotox	TDP43 rescue	KB-V1 MDR tox	GLP1R ag	KB-3-1 cytotox	SW480 rereplic	GLP1R inv ag	HT1080 IDH1KD tx
> CCOC(=O)N1CCN(C(=O)COc2cccc3c2CCN(Cc2ccccc2F)C3=O)CC1
    -13%	17%	-14%	0%	7%	-7%	17%	7%	-21%
> CCCN1CCC(C(=O)NC(c2ccc(F)cc2)c2ncccc2C)CC1 (stereo not given)
    15%	-1%	u	5%	-1%	0%	x	8%	1%
> COC(=O)c1c(F)c(F)c(N2CCOCC2)c(F)c1F
    -5%	0%	-6%	17%	-7%	3%	-8%	9%	-3%
> COc1cccc(CNC(=O)C2CCN(S(=O)(=O)c3ccc(-n4cnnn4)cc3)CC2)c1
    5%	0%	1%	2%	10%	41%	-15%	7%	2%
> Cc1ccc(NC(=O)CSCC(=O)Nc2cc(Cl)ccc2N2CCN(C)CC2)cc1
    -22%	6%	2%	u	-3%	-8%	-1%	u	-17%
> COc1ccc(NC(=O)C(=O)N/N=C/c2cccnc2)cc1
    8%	1%	-6%	u	5%	12%	-12%	20%	14%
> COc1ccc(Cl)cc1NC(=O)CCS(=O)(=O)c1cccc2nonc12
    x	-7%	-11%	-1%	0%	-1%	x	-22%	x
> OC1COC(c2ccccc2)OC1C1OC(c2ccccc2)OCC1O (stereo not given)
    3%	-1%	9%	u	6%	0%	8%	-9%	4%
> CCOC(=O)C1(CCOc2ccccc2)CCN(Cc2ccc(OC)c(O)c2)CC1
    11%	-2%	-11%	-7%	-4%	-19%	u	u	0%
> O=C(Cn1cnc2ccccc2c1=O)Nc1ccc(N2CCOCC2)cc1
    0%	3%	0%	-4%	3%	-14%	5%	41%[activator]	5%
> Cn1nc(C(=O)OCC(=O)NCc2ccc(Cl)cc2)c2ccccc2c1=O
    -2%	-15%	22%	0%	10%	12%	-1%	2%	-4%
> O=C(Nc1cccc(S(=O)(=O)Nc2ccc(SC(F)F)cc2)c1)C1CCC1
    15µM*	-13%	-4%	0%	13%	-26%	19%	u	-16%
> COC(=O)[C@@]12C[C@@H](CC(=O)NCc3ccc(C)o3)C(=O)N(Cc3ccc4c(c3)OCO4)C1=CCC(C)(C)C2
    u	-7%	31%	u	x	-10%	x	u	u
> COC(=O)NNC(=O)c1ccc(C)c(Br)c1
    20%	-13%	20µM*	26%	2%	21%	4%	3%	24%
> O=C(O)c1ccc(NC(=O)c2cc3ccccc3o2)cc1
    4%	1%&-2%	u	-7%&-6%	4%	6%&-1%	-3%	3%&11%	5%
> N#Cc1c(NC(=O)C2CC2)sc2c1CCCCC2
    6%	-4%	0%	u	u	-2%	0%	u	1%
> CCOc1ccc(Br)cc1/C=N/NC(=O)c1ccncc1
    -1%	11%	-11%	16%	5%	5%	4%	3%	-1%
> CCN1C(=NCC2CC2)N[C@@H](c2ccccc2)C(C(=O)OC)=C1C
    -1%	u	9%	0%	7%	-2%	-4%	13%	1%
> O=C(c1ccco1)N1CCN=C1SCc1ccccc1F
    0%	1%	10%	0%	-2%	4%	0%	5%	7%
> Oc1ccc(CN2CCC(Cc3ccccc3)CC2)c2cccnc12
    u	u	-20%	u	-1%	23µM*	2.9µM*	u	5.8µM*

2 compounds from above, limited to GLP1R inv ag.
compound	GLP1R inv ag
CCOc1ccc(Br)cc1/C=N/NC(=O)c1ccncc1	3%
CCN1C(=NCC2CC2)N[C@@H](c2ccccc2)C(C(=O)OC)=C1C	13%

Next part.
Order of results: HT1080NT lethal	GLP1R cytotox	TDP43 rescue	KB-V1 MDR tox	GLP1R ag	KB-3-1 cytotox	SW480 rereplic	GLP1R inv ag	HT1080 IDH1KD tx
> Cc1noc(C)c1CN1C(=O)NC2(CCc3ccccc3C2)C1=O (stereo not given)
    0%	9%	0%	u	-3%	-10%	-5%	0%	8%
> CN1CCN(CCOc2ccc(-c3ccccc3)cc2)CC1
    -14%	8%	-15%	-11%	0%	-13%	u	u	-9%
> COc1ccc(-c2cc(C(=O)Nc3c(C)nn(Cc4ccccc4Cl)c3C)no2)cc1OC
    7%	-12%	-28%	u	-5%	u	-2%	0%	-22%
> CCOC(=O)c1c(-c2ccccc2)nc2ccc(Cl)cn12
    6%	1%	0%	0%	18%	7%	3%	-1%	4%
> COc1ccc(NC2=C(C)C(=O)CC2)cc1
    -1%	-17%	16%	u	13%	u	-3%	8%	-3%
> Cc1c(Cl)cccc1NC(=O)Cn1c(=O)n(Cc2ccco2)c(=O)c2oc3ccccc3c21
    x	-4%	11%	4%	x	-3%	x	5%	x
> CCc1cc(=O)oc2c(C)c(O)c(CN3CCCCC3)cc12
    -2%	x	3%	-9%	-2%	-2%	-14%	35%[activator]	12%
> CC1CN(C(=O)COC(=O)/C=C/c2ccccc2)CC(C)O1 (stereo not given)
    -4%	1%	28%	5%	0%	3%	x	-21%	2%
> CC1(C)CC(=O)C=C(c2ccc(I)cc2)C1
    -4%	-4%	0%	-10%	20%	7%	4%	-22%	-7%
> Cc1nnc(SCC(=O)NC2CC2)n1CCc1ccccc1
    11%	-9%	-12%	-2%	-2%	-5%	-5%	7%	7%
> CC1Cc2cc(C3(O)C(=O)c4ccccc4C3=O)ccc2N1 (stereo not given)
    0%	0%	-8%	1%	9%	2%	-15%	-13%	u
> Cc1cc(=O)[nH]c2c1c(C)nn2C1CCCCC1
    -1%	13%	-13%	-17%	-3%	20%	8.2µM*	31%[activator]	-6%
> COc1ccc(Nc2nc(NCc3ccco3)nc(N)c2[N+](=O)[O-])cc1
    0%	4%	14%	-4%	24%	2%	-71%	66%[activator]	7%
> Cc1csc(NC(=O)CSc2nnc(NC(=O)COc3ccc(Cl)cc3)s2)n1
    -3%	3%	14%	28%	-5%	-1%	-4%	13%	-1%
> Cc1ccc(C(=O)C2CCN(C(=S)NCC3CCCO3)CC2)cc1 (stereo not given)
    -2%	8%	12%	u	0%	-12%	-4%	-15%	-5%
> CC(C)(C)OC(=O)NCc1ccc(CNC(=O)c2[nH]cnc2C(=O)NCC(=O)OCc2ccccc2)cc1
    -27%	2%	12%	3%	-5%	5%	-6%	-15%	-23%
> Cc1ccccc1CSc1nc2ccccc2c(=O)[nH]1
    -2%	17%	-32%[inhibitor]	u	-24%	7%	-3%	15%	-5%
> Cc1cc(NC(=O)CSc2nnc(CNC(=O)c3ccc(F)cc3)o2)no1
    0%	6%	3%	2%	-8%	3%	-24%	30%	18%
> S=C(c1ccc2c(c1)OCO2)N1CCN(c2cccc(Cl)c2)CC1
    u	u	u	u	12%	4.1µM*	5.2µM*	u	3.3µM*
> COc1ccc(C2=Nn3c(nnc3-c3ccccc3F)SC2)cc1OC1CCOC1 (stereo not given)
    x	x	x	21µM*	u	2.1µM*	10µM*	x	x

Random excerpt: 2 compounds from above
Order of results: HT1080NT lethal	GLP1R cytotox	TDP43 rescue	KB-V1 MDR tox	GLP1R ag	KB-3-1 cytotox	SW480 rereplic	GLP1R inv ag	HT1080 IDH1KD tx
> Cc1c(Cl)cccc1NC(=O)Cn1c(=O)n(Cc2ccco2)c(=O)c2oc3ccccc3c21
    x	-4%	11%	4%	x	-3%	x	5%	x
> COc1ccc(-c2cc(C(=O)Nc3c(C)nn(Cc4ccccc4Cl)c3C)no2)cc1OC
    7%	-12%	-28%	u	-5%	u	-2%	0%	-22%

Next compounds follow.
Order of results: HT1080NT lethal	GLP1R cytotox	TDP43 rescue	KB-V1 MDR tox	GLP1R ag	KB-3-1 cytotox	SW480 rereplic	GLP1R inv ag	HT1080 IDH1KD tx
> COc1ccccc1NC(=O)C(=O)NCc1ccccc1Cl
    16%	4%	28%	12%	-1%	-1%	12%	7%	4%
> O=C(NCCO)c1cc2c([nH]c3ccccc32)c(-c2ccccc2)n1
    -25%	-9%	-15%	-30%	11%	-14%	0%	55%[activator]	-29%
> O=C(CCl)N(c1ccccc1)c1c[nH]c2ccccc12
    u	u	27%	16µM*	-6%	16µM*	u	0%	6.5µM*
> Cc1cc(Cl)c(C(=O)Nc2cccc(C(F)(F)F)c2)c(C)n1
    -16%	4%	4%	-3%	-2%	1%	-15%	u	-12%
> CSC1=C(C#N)C(c2ccccc2Cl)C(C(=O)c2cccs2)C(O)(C(F)(F)F)N1 (stereo not given)
    -5%	-1%[1.53 µM]	19%	u	-9%	-9%	2%	u	-5%
> COC(=O)c1ccc(N2CCOCC2)c(NC(=O)Nc2cccc(OC)c2)c1
    -7%	-17%	10%	u	-1%	-4%	-5%	9%	-1%
> Cc1ccc(S(=O)(=O)N(CC(O)Cn2c3ccccc3c3ccccc32)c2cccc(C(N)=O)c2)cc1 (stereo not given)
    x	2%	7%	u	-4%	u	x	u	x
> CC(O)CNc1nc2c(c(=O)n(C)c(=O)n2C)n1CCc1ccccc1 (stereo not given)
    1%	1%	0%	-4%	-3%	1%	-3%[9.22 µM]	6%	-18%
> Brc1ccc(-c2cn3cc(Cc4ccccc4)sc3n2)cc1
    x	-2%	0%	0%	3%	-13%	x	4%	x
> Cc1cc2c(OCC(O)CNC(C)(C)C)cccc2[nH]1 (stereo not given)
    1%	1%	-6%	0%	-1%	7%	1%	-13%	5%
> COc1ccccc1CN1CC(C(=O)NC2CCCCC2)CC1=O (stereo not given)
    8%	1%	-8%	3%	0%	3%	0%	3%	29%
> CCC(C(=O)Nc1cc(C(=O)O)ccc1C)c1ccccc1 (stereo not given)
    -8%	1%	-6%	17%	0%	9%	-6%	10%	9%
> COc1ccc(CCn2c(=N)c(C(=O)N3CCN(C)CC3)cc3c(=O)n4ccccc4nc32)cc1
    -2%	-17%	0%	-16%	10%	-2%	23µM*	20%	0%
